# HT1080 viability: cytotoxicity in HT1080 fibrosarcoma cells, cell-based, fluorescence readout (AID 620) | HT1080 viability, fluorescence; higher % means a stronger effect | one-dose cytotoxicity, % at 10 µM; EC50 in µM for titrated hits | 87,000 compounds, 0.42% hits; in the data active = cytotoxicity above about 50%;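 also: cells exposed to compound overnight then 4 h with Alamar Blue; 0% = vehicle DMSO and 100% = killing control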
# The depositor's hits bear a star.
molecule: CC1=CC(=C2C(=O)NC(=S)NC2=O)C=C(C(F)(F)F)N1C
  HT1080 viability: 2%
molecule: O=C1C2CCN(CC2)C1Cc1ccccc1O (centres undefined)
  HT1080 viability: 18%
molecule: O=C(COc1ccc(Cl)cc1)N1CCN(C/C=C/c2ccccc2)CC1
  HT1080 viability: 4%
molecule: OC(C#CCN1CCOCC1)(c1ccccc1)C1CCCC1 (centres undefined)
  HT1080 viability: -15%
molecule: O=c1[nH]c(=O)n(CCC2=CCCCC2)c(O)c1C=Nc1cccc(F)c1
  HT1080 viability: -13%
molecule: C=C(CC1(C(C)NP(=O)(c2ccccc2)c2ccccc2)CC1)c1ccccc1 (centres undefined)
  HT1080 viability: -6%
molecule: CCCCn1c(O)c(C(C)=NCCCn2ccnc2)c(=O)[nH]c1=O
  HT1080 viability: -9%
molecule: O=C(COc1ccc(Cl)cc1Cl)N1CCN(C/C=C/c2ccccc2)CC1
  HT1080 viability: -2%
molecule: COc1ccc(C2=NCc3nnc(C)n3-c3ccc(Cl)cc32)cc1Cl
  HT1080 viability: -6%
molecule: CSCCC(N=Cc1c(O)n(-c2ccc(Br)cc2)c(=O)[nH]c1=O)C(=O)OC(C)(C)C (centres undefined)
  HT1080 viability: -12%

# Arranged by length of the SMILES (lowest first): 3 of the compounds above.
molecule: CC1=CC(=C2C(=O)NC(=S)NC2=O)C=C(C(F)(F)F)N1C
  HT1080 viability: 2%
molecule: O=C(COc1ccc(Cl)cc1Cl)N1CCN(C/C=C/c2ccccc2)CC1
  HT1080 viability: -2%
molecule: O=c1[nH]c(=O)n(CCC2=CCCCC2)c(O)c1C=Nc1cccc(F)c1
  HT1080 viability: -13%

# Remaining list, next part
molecule: O=C(C1CC(c2ccccc2O)=NO1)N1CCC2(CC1)OCCO2 (centres undefined)
  HT1080 viability: -14%
molecule: COc1ccc(-n2c(O)c(C(C)=NCCCn3ccnc3)c(=O)[nH]c2=O)cc1
  HT1080 viability: -6%
molecule: COc1ccc(CC(=O)N2CCN(C)CC2)cc1
  HT1080 viability: -8%
molecule: CCn1cc(C(=O)c2cccs2)c2ccccc21
  HT1080 viability: -3%
molecule: ON1C2CCCCC2N(O)C1c1ccccc1 (centres undefined)
  HT1080 viability: 7%
molecule: COC(=O)C(O)(c1c(C)[nH]c2ccccc12)C(F)(F)F (centres undefined)
  HT1080 viability: -16%
molecule: O=P(NS(=O)(=O)c1ccc(Br)cc1)(Oc1ccccc1)Oc1ccccc1
  HT1080 viability: 1%
molecule: CCC(=O)c1cc(F)c(N2CCN(CC)CC2)cc1C
  HT1080 viability: -15%
molecule: COC(=O)[C@@H]1[C@@H](C(=O)OC)C2(c3ccccc3-c3ccccc32)N(c2ccc(Cl)cc2)N1C#N
  HT1080 viability: 3%
molecule: CCN1/C(=C\C=C\C2=[N+](CC)c3ccccc3C2(C)C)C(C)(C)c2ccccc21
  HT1080 viability: -155%

molecule: COP(=O)(CC(=O)O)c1ccccc1 (centres undefined)
  HT1080 viability: -10%
molecule: CCC(=O)Nc1ccc(N2CCN(CC)CC2)c(Cl)c1
  HT1080 viability: -9%
molecule: CNC(C(=O)c1ccccc1)C(OC(C)C)c1ccc(Cl)cc1 (centres undefined)
  HT1080 viability: -12%
molecule: O=C1NC(c2cccnc2)Nc2sc3c(c21)CCCC3 (centres undefined)
  HT1080 viability: -2%
molecule: COc1ccc(-n2c(O)c(C=NCCCn3ccnc3)c(=O)[nH]c2=O)cc1
  HT1080 viability: -2%
molecule: CNC(=O)[C@@H]1C[C@H]1[C@@H](NP(=O)(c1ccccc1)c1ccccc1)c1ccccc1
  HT1080 viability: -18%
molecule: CC(Cc1ccccc1)NC(=O)NC(C)Cc1ccccc1 (centres undefined)
  HT1080 viability: 6%
molecule: COc1cc(C2SCC(=O)Nc3c2c(C)nn3-c2ccccc2)cc(OC)c1OC (centres undefined)
  HT1080 viability: -24%
molecule: CCCCOP(=O)(CN1CCOCC1)OCCCC
  HT1080 viability: 32%
molecule: O=c1cc(C(F)(F)F)c2cc3c4c(c2o1)CCCN4CCC3
  HT1080 viability: -9%

molecule: CCCOP(=O)(O)c1c([N+](=O)[O-])cc(C(F)(F)F)cc1[N+](=O)[O-] (tested in a mixture with another compound)
  HT1080 viability: 5%
molecule: O=c1[nH]c(=O)n(Cc2ccc(F)cc2)c(O)c1C=NCCCn1ccnc1
  HT1080 viability: 18%
molecule: CCC(=NCc1cc(OC)cc(OC)c1)c1c(O)n(C)c(=O)n(C)c1=O
  HT1080 viability: 0%
molecule: CCC1(c2ccccc2)C(=O)N(C)C(=O)N(C)C1=O
  HT1080 viability: 5%
molecule: O=C(C1CCC(=O)N1C1CCCC1)N1CCC2(CC1)OCCO2 (centres undefined)
  HT1080 viability: 1%
molecule: CCC(C)(C)n1nnnc1CN1CCC(n2c(C)nc3cc(C(F)(F)F)ccc32)CC1
  HT1080 viability: 2%
molecule: Cc1nnc2n1-c1ccc(Cl)cc1C(c1ccccc1)=NC2
  HT1080 viability: -8%
molecule: CCCCn1c(O)c(C(CC)=NCc2cc(OC)cc(OC)c2)c(=O)[nH]c1=O
  HT1080 viability: -6%
molecule: O=C(c1ccco1)c1cn(Cc2ccccc2)c2ccccc12
  HT1080 viability: -13%
molecule: CSCCC(N=Cc1c(O)n(-c2ccc(Cl)cc2)c(=O)[nH]c1=O)C(=O)OC(C)(C)C (centres undefined)
  HT1080 viability: 4%

molecule: CC(C)CCn1c(=O)c(C(=O)Nc2ccccc2S(N)(=O)=O)c(O)c2ccccc21
  HT1080 viability: 13%
molecule: CCCC/C(=N\O)c1c[nH]c2ccccc12
  HT1080 viability: 10%
molecule: COc1ccc(CC2C(=O)N(c3ccccc3)C(=O)N(c3ccccc3)C2=O)c(OC)c1
  HT1080 viability: -2%
molecule: Cc1ccccc1-n1c(-c2ccco2)nc2ccccc2c1=O
  HT1080 viability: -4%
molecule: CC(C)N1C(=O)CCC1C(=O)N1CCC2(CC1)OCCO2 (centres undefined)
  HT1080 viability: -7%
molecule: CCCCn1c(O)c(C(CC)=NCCN2CCOCC2)c(=O)[nH]c1=O
  HT1080 viability: -12%
molecule: CCOc1ccc2nc(N3CCC(C(=O)N4CCC5(CC4)OCCO5)CC3)sc2c1
  HT1080 viability: 2%
molecule: CC(C)C12CN3CC(C(C)C)(CN(C1)C3c1cccnc1)C2=O (centres undefined)
  HT1080 viability: -13%
molecule: CCN1CCN(CC(=O)c2c(C)n(Cc3ccccc3)c3ccc(OC)cc23)CC1
  HT1080 viability: -14%
molecule: ClCCNc1nc2ccc(Cl)cc2[nH]1
  HT1080 viability: 10%

# 15 structures already listed, ordered by formula weight, highest first:
molecule: COC(=O)[C@@H]1[C@@H](C(=O)OC)C2(c3ccccc3-c3ccccc32)N(c2ccc(Cl)cc2)N1C#N
  HT1080 viability: 3%
molecule: CSCCC(N=Cc1c(O)n(-c2ccc(Cl)cc2)c(=O)[nH]c1=O)C(=O)OC(C)(C)C (centres undefined)
  HT1080 viability: 4%
molecule: CC(C)CCn1c(=O)c(C(=O)Nc2ccccc2S(N)(=O)=O)c(O)c2ccccc21
  HT1080 viability: 13%
molecule: COc1cc(C2SCC(=O)Nc3c2c(C)nn3-c2ccccc2)cc(OC)c1OC (centres undefined)
  HT1080 viability: -24%
molecule: CCN1/C(=C\C=C\C2=[N+](CC)c3ccccc3C2(C)C)C(C)(C)c2ccccc21
  HT1080 viability: -155%
molecule: O=C(COc1ccc(Cl)cc1)N1CCN(C/C=C/c2ccccc2)CC1
  HT1080 viability: 4%
molecule: COc1ccc(-n2c(O)c(C=NCCCn3ccnc3)c(=O)[nH]c2=O)cc1
  HT1080 viability: -2%
molecule: CC1=CC(=C2C(=O)NC(=S)NC2=O)C=C(C(F)(F)F)N1C
  HT1080 viability: 2%
molecule: CC(C)C12CN3CC(C(C)C)(CN(C1)C3c1cccnc1)C2=O (centres undefined)
  HT1080 viability: -13%
molecule: OC(C#CCN1CCOCC1)(c1ccccc1)C1CCCC1 (centres undefined)
  HT1080 viability: -15%
molecule: CC(Cc1ccccc1)NC(=O)NC(C)Cc1ccccc1 (centres undefined)
  HT1080 viability: 6%
molecule: O=C1NC(c2cccnc2)Nc2sc3c(c21)CCCC3 (centres undefined)
  HT1080 viability: -2%

molecule: O=C1C2CCN(CC2)C1Cc1ccccc1O (centres undefined)
  HT1080 viability: 18%
molecule: CCCC/C(=N\O)c1c[nH]c2ccccc12
  HT1080 viability: 10%
molecule: COP(=O)(CC(=O)O)c1ccccc1 (centres undefined)
  HT1080 viability: -10%

# Screening data (PubChem BioAssay)

# The list is partial; count on the stated rates, not on these rows.
